High-throughput results: PubChem, several laboratories
Rab2A wt mod: changes GTP binding to wildtype dog Rab2A, up or down | P61105 | 0.19% of 190,000 active | GST-Rab2 wt beads, Bodipy-GTP binding, flow cytometry | GTP binding activity, % at 10 µM;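 active = GTP binding activity at least 20 points away from 100%, either lowered or raised; inconclusive = signal likely due to the compound's own green fluorescence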;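 also: 0% = beads with excess unlabeled GTP and 100% = no-compound control corrected for plate trend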
Mcl1-Noxa inh: disrupts binding of human Mcl-1 to Noxa peptide; Q07820; TR-FRET Mcl-1/Noxa peptide binding, 2 h; 1.5% of 220,000 active; inhibition, % at 21.7 µM;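 active = compounds that cut the protein-peptide binding signal by more than 50% relative to plate controls in a single-dose test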;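 also: His-tagged Mcl-1 with rhodamine Noxa BH3 peptide and terbium anti-His antibody; 0% = Mcl-1 plus Noxa peptide wells and 100% = peptide-only wells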
Target sequence (Q07820 whole entry, looked up): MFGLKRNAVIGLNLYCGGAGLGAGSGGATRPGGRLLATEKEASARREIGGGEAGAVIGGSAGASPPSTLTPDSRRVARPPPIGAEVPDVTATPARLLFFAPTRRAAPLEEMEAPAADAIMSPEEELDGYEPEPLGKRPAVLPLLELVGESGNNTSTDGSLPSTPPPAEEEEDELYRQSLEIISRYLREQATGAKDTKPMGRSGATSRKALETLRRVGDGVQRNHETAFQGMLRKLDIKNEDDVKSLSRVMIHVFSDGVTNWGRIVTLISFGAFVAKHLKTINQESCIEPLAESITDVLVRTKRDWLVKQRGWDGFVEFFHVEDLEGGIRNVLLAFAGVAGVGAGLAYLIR
Cdc42 wt: changes GTP binding to wildtype human Cdc42. P60953. GST-Cdc42 beads, Bodipy-GTP binding, flow cytometry; actives lie on both sides. percent activity (GTP binding), % at 10 µM. 0.2% of 190,000 active. AID 761;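 active = percent activity GTP binding at least 20 points away from the 100% baseline, either down as inhibitor or up as activator; inconclusive = compound flagged as likely green fluorescent from well-wide comparison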;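 also: median bead fluorescence of bound Bodipy-FL-GTP at 100 nM; 0% = excess unlabeled GTP control and 100% = no compound control; below 100% means less GTP binding so inhibitor and above means activator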
Target sequence (P60953 whole entry, looked up): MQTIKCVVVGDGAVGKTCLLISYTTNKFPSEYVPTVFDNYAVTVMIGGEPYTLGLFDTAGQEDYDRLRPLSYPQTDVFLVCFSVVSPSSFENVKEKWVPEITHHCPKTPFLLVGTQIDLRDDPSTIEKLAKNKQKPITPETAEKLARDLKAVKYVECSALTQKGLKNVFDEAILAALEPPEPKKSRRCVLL
ABCB1 inh: human ABCB1 inhibition, ABCG2 as counter-screen; P08183; CCRF-Adr cells, JC-1 efflux, flow cytometry; inhibition, % at 6.6 µM; 0.067% of 190,000 active; AID 1326; in the data active = inhibition above about 40%;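 also: 0% = vehicle and 100% = reference inhibitor; higher value means more JC-1 retained so stronger ABCB1 efflux block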
Rab7 wt modul: dog Rab7 wildtype GTP binding, inhibitors and activators | GST-Rab7 beads, fluorescent GTP binding, flow cytometry; actives lie on both sides; untreated = 100%, excess cold GTP = 0% | GTP binding activity (percent of control), % at 10 µM | 0.055% of 190,000 active | AID 758;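 active = fluorescent GTP binding to Rab7 beads changed by at least 20 points from the 100% baseline, either direction, mostly lower; inconclusive = compound itself probably fluorescent, or too few beads counted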;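 also: median green fluorescence of bound Bodipy-FL-GTP per Rab7 bead population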
Avidin fluor: compound fluoresces at 488/530 nm on avidin beads | compound fluorescence 488/530 nm, flow cytometry; active compounds read high | fluorescence (KMESF) at 10 µM | 0.38% of 220,000 active; in the data active = fluorescence above about 47; also: inactives centre near 10
Rac1 mut GTP: human Rac1 activated mutant GTP binding change; P63000; GST-Rac1 activated beads, fluorescent GTP binding, flow cytometry; actives lie on both sides; 100% means binding = to untreated wells; percent activity (GTP binding), % at 10 µM; 0.11% of 190,000 active;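 active = GTP binding at least 20 percentage points away from the 100% baseline, in either direction, so actives lie on both sides; inconclusive = Compound likely fluorescent itself, or too few beads counted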
Pf gamet viab: kills late stage P. falciparum gametocytes; P. falciparum stage V gametocytes, ATP luminescence, 24 h; inhibition, % at 10.9 µM; 0.065% of 150,000 active;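 active = inhibition above the mean plus 3 SD of compounds within the control limits, set per campaign, cut at about 38% in these data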;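 also: 0% = DMSO wells and 100% = medium only without gametocytes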
ABCG2 block: blocks JC-1 efflux by human ABCG2 transporter; IgMXP3 cells, flow cytometry; inhibition, % at 6.6 µM; 0.1% of 190,000 active; AID 1325;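 active = inhibition above 80%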;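 also: 0% = DMSO and 100% = nicardipine control wells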
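Read-out basis: Efflux inhibition in percent versus controls | Test system: ABCG2 IgMXP3 and barcoded ABCB1 CCRF-Adr cell mix | Quantity: 3 million cells/mL in well | Schedule: 10 min at 25 °C | Control set: Nicardipine as high control, DMSO as low control | Reagent: JC-1 as fluorescent efflux pump substrate | Signal: Flow cytometry of retained JC-1 fluorescence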
HRas wt GTP: human HRas wildtype GTP binding, change in either direction; P01112; GST-Ras wt beads, Bodipy-FL-GTP binding, flow cytometry; actives lie on both sides; GTP binding activity, % at 10 µM; 0.14% of 190,000 active; AID 759;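 active = GTP binding activity at least 20% away from the 100% baseline, either lowered as inhibitor or raised as activator; inconclusive = flagged as likely green fluorescent, judged across all proteins in the well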;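 also: 0% = unlabeled GTP competition control and 100% = no-compound control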
Target sequence (P01112 whole entry, looked up): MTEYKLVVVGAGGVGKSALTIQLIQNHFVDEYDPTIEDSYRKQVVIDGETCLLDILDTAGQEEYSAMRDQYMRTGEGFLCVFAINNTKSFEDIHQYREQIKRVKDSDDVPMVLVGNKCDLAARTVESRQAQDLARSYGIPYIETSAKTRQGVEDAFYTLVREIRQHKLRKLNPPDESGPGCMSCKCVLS
Rac1 wt GTP bind: alters GTP binding to wildtype human Rac1. P63000. GST-Rac1 beads, fluorescent GTP binding, flow cytometry; actives lie on both sides; 0 = cold GTP competed, 100 = untreated. GTP binding activity (% of control), % at 10 µM. 0.27% of 190,000 active. AID 757;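 active = GTP binding activity at least 20 points away from the 100% control level, either lower or higher; inconclusive = compound flagged as likely green fluorescent, judged across all proteins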
* hit, by the source's call; ? = inconclusive; nt = no result given.

No.	Molecule	Rab2A wt mod	Mcl1-Noxa inh	Cdc42 wt	ABCB1 inh	Rab7 wt modul	Avidin fluor	Rac1 mut GTP	Pf gamet viab	ABCG2 block	HRas wt GTP	Rac1 wt GTP bind
1	CCCN(CCC)C(=O)c1c(NC(=O)CC)sc2c1CCCCC2	96	13	94	0.8	100	4	97	10	2	99	103
2	Cc1nc(CSc2nc3[nH]ncc3c(=O)n2-c2ccccc2)cs1	95	7	96	0.4	95	1	93	-10	2	94	96
3	COCCn1c(SCC(=O)c2ccccc2)nc2ccccc2c1=O	97	6	101	1.1	96	12	97	2	12	97	103
4	O=C(COc1ccc(/C=N/NS(=O)(=O)c2ccccc2)cc1)Nc1cccc(Cl)c1	91	12	92	-0.5	92	35	91	nt	-1	94	90
5	N#CCN1C(=O)C2CCCN2c2ccc(S(=O)(=O)N3CCOCC3)cc21 (stereo unspecified)	99	5	96	-0.1	104	10	97	-16	0	98	98
6	Cc1ccc(NCc2nnc(SCC(=O)Nc3cccc(O)c3)n2CC2CCCO2)c(C)c1 (stereo unspecified)	?	5	?	2.1	?	25	?	nt	50	?	?
7	CN(CCCCCNC(=O)/C=N/O)Cc1ccccc1	99	-15	100	-0.2	99	6	100	nt	-2	100	100
8	CC(C)CNC(=O)COC(=O)c1ccc([N+](=O)[O-])cc1Cl	99	-2	99	-0.1	103	4	100	2	14	100	103
9	O=C(CNC(=O)c1ccccc1)NCC(=O)OCc1ccc(Cl)cc1	106	7	104	0.3	106	40	102	6	1	105	106
10	O=C(NN=C1CCCC1)C1COc2ccccc2O1 (stereo unspecified)	95	4	96	1.6	92	11	96	1	2	97	99
11	CCOC(=O)c1cc(-c2cccs2)nc2c1c(C)nn2-c1ccccn1	96	36	96	16	92	8	94	-10	31	94	99
12	O=C(NCCc1ccccc1)c1cccnc1N1CCCCCC1	102	-2	108	0.6	104	8	102	3	3	104	109
13	Cc1ccc(Br)cc1S(=O)(=O)N1CCN(c2ccccc2)CC1	100	-14	100	1.2	103	15	99	nt	6	100	102
14	Cn1c(C(=O)N2CCCC2)cc2c(=O)n(C)c3ccccc3c21	99	6	105	2.4	98	6	101	nt	2	99	102
15	Cc1ccc(C(=O)N/N=C/C2=Cc3ccccc3OC2C)cc1 (stereo unspecified)	102	11	102	-0.5	98	7	101	-6	-3	100	102
16	OCC1(CC2CCCCO2)CCN(Cc2cccc(O)c2)CC1 (stereo unspecified)	100	-2	98	0.5	100	17	99	-11	1	99	100
17	COc1ccc(Sc2ccc(/C=C3\C(=O)NN(c4ccccc4)C3=O)o2)cc1	82	24	85	0.4	93	9	83	nt	1	85	81
18	COc1ccc(NC(=S)N(CCN2CCOCC2)Cc2cc3cc4c(cc3[nH]c2=O)OCCO4)cc1	96	20	96	0.9	97	10	97	nt	8	98	97
19	CCCCNC(=O)CSc1nc2ccc(N3CCOCC3)cc2c(=O)n1CCc1ccccc1	95	32	100	14	98	11	97	-6	46	99	104
20	Cc1ccc(-n2nc(-c3ccc(N)cc3)cc2N)cc1	102	6	100	0.0	102	26	97	nt	-1	99	103
21	O=C(Nc1ccccc1C(=O)N1CCOCC1)c1ccc([N+](=O)[O-])cc1	96	13	96	-0.1	96	8	92	3	3	98	101
22	C=CC[C@H]1CC(C)=C[C@H](CC=C)N1	106	16	103	1.5	105	16	101	12	18	105	106
23	O=C(Cn1nc(C(F)(F)F)c2c1CCCC2)N1CCOCC1	99	11	99	0.2	105	11	95	nt	1	97	100
24	O=C(CN1C(=O)C2CCCCC2C1=O)N1CCN(c2ccccc2)CC1 (stereo unspecified)	97	0	100	0.9	96	5	98	-24	3	98	103
25	Nc1cc(=O)nc(SCC(=O)Nc2ccccc2Cl)n1-c1ccccc1	97	9	98	0.0	99	25	97	-8	-1	96	99
26	C(=N\Nc1ccc(-n2ccnc2)nn1)/c1ccccc1	103	24	104	0.6	103	7	101	nt	5	104	104
27	CC(=O)c1cccc(NC(=O)NCc2ccccn2)c1	96	5	100	0.4	95	7	98	nt	2	97	100
28	CCOc1ccc(NC(=S)Nc2ccccc2C2CC2)cc1	97	-5	97	0.5	95	10	98	8	2	96	100
29	CCOC(=O)/C=C1\SCC(=O)N1CC(=O)Nc1ccccc1OC(F)F	100	4	96	0.9	101	12	98	4	3	99	95
30	CCN(CC)c1ccc2c(C)c(-c3ccc(N)cc3)c(=O)oc2c1	95	7	96	0.1	96	33	92	nt	0	95	94
31	CCOc1cc(CNCCO)cc(Br)c1OCc1ccc(Cl)cc1	109	5	107	0.5	112	15	102	nt	2	106	105
32	COC(=O)Nc1ccc(S(=O)(=O)N2CCCCC2C(=O)O)cc1 (stereo unspecified)	95	3	94	-0.8	94	10	93	9	1	97	99
33	COC(=O)c1ccc(/C=N/OCC(=O)NC2CCCC(C)C2C)cc1 (stereo unspecified)	100	0	102	0.8	100	23	98	nt	26	98	104
34	Cc1ccc(Oc2cc(NC(=O)CCCn3nc([N+](=O)[O-])cc3C)cc([N+](=O)[O-])c2)cc1	94	-1	92	1.9	100	15	95	2	11	98	103
35	COCCNC(=O)C1CC(c2ccccc2[N+](=O)[O-])=NO1 (stereo unspecified)	103	26	104	-0.3	101	nt	99	nt	1	104	101
36	Fc1ccc(-c2ncc3ccccn23)cc1	96	9	95	0.3	96	12	96	15	1	97	97
37	COc1ccc(CNc2ncnc3cc(Cl)ccc23)cc1OC	96	15	98	1.5	92	6	94	-18	5	96	100
38	COC(=O)COc1cc(OCC(=O)OC)c2c(C)c(Cl)c(=O)oc2c1	93	7	100	1.1	101	13	97	nt	27	97	102
39	Cc1ccccc1C(=O)NCCNc1ccc([N+](=O)[O-])cc1	104	8	100	-0.1	108	6	95	nt	3	103	107
40	COC(=O)CC1C(=O)NCCN1C(=O)Nc1ccc(Cl)cc1 (stereo unspecified)	96	2	97	0.1	98	36	95	nt	0	97	95
41	COc1c(Br)cc(C(N)=O)cc1OCc1ccccc1	101	10	99	0.3	99	6	103	nt	16	99	102
42	CCCc1ccc(C(=O)CCC(=O)O)cc1	100	7	99	0.0	102	6	98	-13	0	100	101
43	CC1CN(C(=O)c2ccn(C)n2)CC(C)O1 (stereo unspecified)	95	-6	97	0.0	103	3	100	-14	2	99	103
44	O=C(CSCc1ccccc1Cl)Nc1ccc2c(c1)OCCO2	107	-5	106	0.2	107	9	102	-6	2	104	113
45	Oc1cccc(/C=N/Nc2cccc3cccnc23)c1	96	32	92	0.4	98	9	94	-3	6	95	99
46	CC(=O)n1c2ccccc2c2nc(NC(C)C)sc21	99	10	99	0.5	98	3	98	nt	5	100	99
47	O=C(NC1CC1)C1CCN(c2ncnc3c2sc2cccc(F)c23)CC1	99	28	103	-1.9	97	8	98	nt	-1	100	102
48	Cc1sc2ncnc(N3CCN(C(=O)c4ccco4)CC3)c2c1C	96	1	94	0.6	103	12	94	nt	2	97	94
49	O=C(O)CCCCCNS(=O)(=O)c1c(Cl)cccc1Cl	97	10	95	0.2	95	23	96	18	1	96	94
50	O=C(Nc1ccccc1C(=O)N1CCCCCC1)c1ccccc1Cl	97	-2	99	0.2	100	7	98	0	2	98	102
51	COCCCN1C(=O)c2ccc(C(=O)Nc3ccc(OC)cc3)cc2C1=O	98	4	98	0.3	97	11	99	nt	51	96	99
52	Cc1cccc(-n2nnnc2SCn2nnc3ccccc3c2=O)c1	98	4	104	1.1	96	22	98	-15	6	101	104
53	Cc1cccc(N(CC(=O)N=Nc2c(O)[nH]c3ccccc23)S(C)(=O)=O)c1C	99	9	101	0.5	98	5	101	nt	2	100	103
54	COc1ccc2c(=O)c3c(=O)n(Cc4ccco4)c(C(C)C)nc3oc2c1	100	15	100	3.9	102	8	99	nt	17	101	102
55	COC(=O)COc1ccc(/C=N/NC(=O)c2ccc(N(Cc3ccccc3)S(C)(=O)=O)cc2)cc1	76*	10	86	nt	89	9	88	-3	0	81	76*
56	O=C(N/N=C/c1c[nH]c2ccccc12)C1CC(=O)N(c2ccccc2)C1 (stereo unspecified)	95	5	94	0.0	102	10	94	-26	3	95	93
